Screening results (PubChem BioAssay)
VLA-4 inh – inhibition in a human VLA-4 binding assay; 330,000 tested, 0.2% active; AID 2557; P13612; inhibition, % (about 7 µM as worked out from the volumes in the protocol); VLA-4 expressing cells, ligand binding flow cytometry; in the data active means inhibition above about 50%
GRK2 inh – human GRK2 inhibition via aptamer displacement; P25098; bead flow cytometry, FAM-aptamer displacement from GRK2; 330,000 tested, 0.59% active; AID 488847; inhibition of aptamer binding, % at 10 µM;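 active means inhibition of aptamer binding above 40%, roughly 3 SD of noise, on plates passing a quality check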;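 further: median bead fluorescence of bound FAM aptamer so fluorescent compounds give negative values; no value below 0 was filed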
JMJD2C inh – blocks human GASC-1 demethylase activity; 330,000 tested, 0.069% active; inhibition, % at 2.35 µM; GST-JMJD2C(1-420) H3K9me3 demethylation, DELFIA europium; Q9H3R0; AID 2099;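 active means more than half of a compound's replicate wells show inhibition beyond 50%, single wells judged on their own value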;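 further: signal counts dimethyl H3K9 product captured on neutravidin plate; 0% = median of DMSO wells and 100% = 0.3 times that DMSO median; strong numbers were not always called active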
Target sequence (Q9H3R0 1-420 limits assumed): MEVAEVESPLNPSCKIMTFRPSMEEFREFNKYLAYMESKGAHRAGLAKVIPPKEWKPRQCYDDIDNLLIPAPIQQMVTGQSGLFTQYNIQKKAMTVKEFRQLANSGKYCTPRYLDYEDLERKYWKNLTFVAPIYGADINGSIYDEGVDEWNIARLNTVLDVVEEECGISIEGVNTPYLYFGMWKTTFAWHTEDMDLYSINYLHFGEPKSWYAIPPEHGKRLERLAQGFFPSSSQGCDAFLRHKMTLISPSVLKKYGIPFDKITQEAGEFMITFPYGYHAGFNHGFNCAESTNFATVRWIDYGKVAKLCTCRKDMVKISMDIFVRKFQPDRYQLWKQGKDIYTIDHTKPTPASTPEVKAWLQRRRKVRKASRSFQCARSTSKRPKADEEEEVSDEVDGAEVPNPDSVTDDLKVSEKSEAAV
Active calls of the source: *.

For C[C@]12c3[nH]c4ccc(Cl)cc4c3CCN1C(=O)[C@@H](CC(=O)NCCCn1ccnc1)C[C@@H]2C(=O)N1CCOCC1 the results were GRK2 inh 0.
For C[C@]12c3[nH]c4ccc(Cl)cc4c3CCN1C(=O)[C@@H](CC(=O)NCCC1=CCCCC1)C[C@@H]2C(=O)N1CCCCC1 the results were GRK2 inh 0.
For COc1ccc2sc(-c3ccccc3OC)c(-c3ccc(OCCN4CCOCC4)cc3)c2c1 the results were GRK2 inh 0.
COCCCNC(=O)C[C@H]1C[C@H](C(=O)N2CCCCC2)[C@@]2(CCc3ccccc3)c3[nH]c4cc(CCC(=O)N(C)C)ccc4c3CCN2C1=O was read as GRK2 inh 0.
Screening CCN(CC)C(=O)[C@H]1CC(CC(=O)NCc2cccc(C(F)(F)F)c2)C(=O)N2CCc3c([nH]c4ccc(OC)cc34)[C@]12C (stereo not given in full) returned GRK2 inh 0.
O=C(c1ccc(NS(=O)(=O)c2ccccc2)cc1)N1CCN(c2ccccc2)CC1 was read as VLA-4 inh 10 and GRK2 inh 8.
Screening CCn1cc(C2C3=C(CC(C)(C)CC3=O)N(c3ccccc3)C3=C2C(=O)CC(C)(C)C3)c(C)n1 returned VLA-4 inh 23, GRK2 inh 0 and JMJD2C inh 2.
Screening C[C@H](CO)N1C[C@H](C)[C@@H](CN(C)S(=O)(=O)c2cccs2)Oc2ccc(NC(=O)Nc3ccc(C(F)(F)F)cc3)cc2C1=O returned VLA-4 inh 15, GRK2 inh 0 and JMJD2C inh 5.
For CCOC(=O)[C@H]1[C@H]2COc3ccc(Cl)cc3[C@H]2N2C(=O)CNC(=O)[C@@]12C the results were VLA-4 inh 1, GRK2 inh 2 and JMJD2C inh 26.
For C[C@H](CO)N1C[C@H](C)[C@@H](CN(C)Cc2ccncc2)Oc2c(NC(=O)C3CC3)cccc2C1=O the results were VLA-4 inh 2, GRK2 inh 2 and JMJD2C inh -12.
For O=C1CCCC(O)=C1N=Nc1c(Cl)cc(Cl)cc1Cl the results were VLA-4 inh -11, GRK2 inh 0 and JMJD2C inh 7.
CC(C)NC(=O)Nc1ccc2c(c1)C(=O)N([C@H](C)CO)C[C@H](C)[C@@H](CN(C)C(=O)NC1CCCCC1)O2 was read as VLA-4 inh 3, GRK2 inh 0 and JMJD2C inh 16.
Screening NC(=O)C1CCN(c2nc(-c3ccc4occc(=O)c4c3)cs2)CC1 returned VLA-4 inh 2, GRK2 inh 0 and JMJD2C inh -43.
For COc1ccc(C(=O)Nc2ccc(C)cc2C(=O)c2ccccc2)c(OC)c1 the results were VLA-4 inh 5, GRK2 inh 1 and JMJD2C inh 8.
OCCN1CCN(CC(O)COCCOc2ccc(Br)cc2)CC1 (stereo not given) was read as VLA-4 inh -11, GRK2 inh 5 and JMJD2C inh -3.
CC(C)NC(=O)Nc1ccc2c(c1)C(=O)N([C@H](C)CO)C[C@H](C)[C@@H](CN(C)C(=O)Nc1ccccc1)O2 was read as VLA-4 inh -2, GRK2 inh 3 and JMJD2C inh 41.
Screening CC/C(=N\N=C1\SC(C)C(=O)N1Cc1ccco1)c1ccccc1 (stereo not given) returned VLA-4 inh 17, GRK2 inh 0 and JMJD2C inh 4.
`S=c1[nH]cc(-c2ccccc2)n1-c1cccc(Cl)c1` gave VLA-4 inh -5, GRK2 inh 1 and JMJD2C inh -4.
`C[C@@H]1CN([C@H](C)CO)C(=O)c2cc(NC(=O)c3ccncc3)ccc2O[C@@H]1CN(C)C(=O)Nc1ccccc1` gave VLA-4 inh 4, GRK2 inh 0 and JMJD2C inh 27.
CCC(c1n[nH]c(=S)n1-c1ccccc1)N(C)C (stereo not given) was read as VLA-4 inh 12, GRK2 inh 1 and JMJD2C inh 1.
For Cc1noc(C)c1S(=O)(=O)N(C)C[C@H]1Oc2ccc(NC(=O)Cn3cnnn3)cc2C(=O)N([C@H](C)CO)C[C@@H]1C the results were VLA-4 inh -1, GRK2 inh 3 and JMJD2C inh -37.
`O=C(/C=C/c1ccco1)NC(=S)Nc1ccc(N2CCCC2)cc1` gave VLA-4 inh -6, GRK2 inh 0 and JMJD2C inh 8.
`COc1ccc(S(=O)(=O)Nc2cccc3c2O[C@H](CN(C)C(=O)Nc2ccc4c(c2)OCO4)[C@@H](C)CN([C@H](C)CO)C3=O)cc1` gave VLA-4 inh 1, GRK2 inh 6 and JMJD2C inh 17.
`O=C(CCC(=O)c1ccc(F)cc1)Nc1cccc(S(=O)(=O)Nc2cccc(Cl)c2)c1` gave VLA-4 inh -20, GRK2 inh 0 and JMJD2C inh 6.
Screening CC(=O)Nc1ccc(NC(=O)c2ccc(-n3c(C)ccc3C)cc2)cc1 returned VLA-4 inh 17, GRK2 inh 0 and JMJD2C inh 3.
O=C(c1nn2c(C(F)(F)F)cc(-c3cccs3)nc2c1Br)N1CCCc2ccccc21 was read as VLA-4 inh 30, GRK2 inh 2 and JMJD2C inh 2.
`Cc1cc(-n2c(C)cc(C(=S)N3CCOCC3)c2C)ccc1Br` gave VLA-4 inh 3, GRK2 inh 0 and JMJD2C inh 8.
Cc1ccc(C)c(Nc2ccc(C(=O)NCCc3ccccc3)cn2)c1 was read as VLA-4 inh -4, GRK2 inh 12 and JMJD2C inh -2.
COC(=O)/C=c1/s/c(=C(/C#N)C(=O)N2CCCCC2)n(-c2ccccc2)c1=O was read as VLA-4 inh 7, GRK2 inh 5 and JMJD2C inh -4.
Screening COc1ccc(NC(=O)Nc2ccc3c(c2)C(=O)N([C@H](C)CO)C[C@H](C)[C@@H](CN(C)S(=O)(=O)c2cccs2)O3)cc1 returned VLA-4 inh -25, GRK2 inh 0 and JMJD2C inh 41.
Screening Cc1ccc(S(=O)(=O)N(C)C[C@@H]2Oc3ccc(NC(=O)Cn4cnnn4)cc3C(=O)N([C@@H](C)CO)C[C@H]2C)cc1 returned VLA-4 inh 3, GRK2 inh 0 and JMJD2C inh 31.
For O=C(CSc1nnc(SCc2ccccc2Cl)s1)N/N=C/c1c[nH]c2ccccc12 the results were VLA-4 inh 38, GRK2 inh 0 and JMJD2C inh -3.
`CN(C)C(=S)Nc1ccc2ccccc2c1` gave VLA-4 inh 15, GRK2 inh 0 and JMJD2C inh 0.
For O=C(CN1CCN(c2ccc([N+](=O)[O-])cc2)CC1)Nc1ccccn1 the results were VLA-4 inh 22, GRK2 inh 1 and JMJD2C inh -5.
Screening O=C(NC1CCCCC1)N(C1=NCCCCC1)c1ccc(Br)cc1 returned VLA-4 inh 14, GRK2 inh 2 and JMJD2C inh 2.
For COc1ccc([N+](=O)[O-])cc1NC(=O)c1cn(-c2ccc(C)c(C)c2)c(=O)c2ccccc12 the results were VLA-4 inh 26, GRK2 inh 0 and JMJD2C inh 10.
For C[C@H](CO)N1C[C@H](C)[C@@H](CN(C)S(=O)(=O)c2cccs2)Oc2ccc(NC(=O)Cc3ccccc3)cc2C1=O the results were VLA-4 inh 7, GRK2 inh 1 and JMJD2C inh -5.
For COC(=O)c1c(-c2ccc(S(C)(=O)=O)cc2)sc2ccc(OC)cc12 the results were VLA-4 inh -2, GRK2 inh 0 and JMJD2C inh -15.
C[C@H](CO)N1C[C@H](C)[C@@H](CN(C)C(=O)Nc2ccccc2)Oc2ccc(NC(=O)C3CCCCC3)cc2C1=O was read as VLA-4 inh -2, GRK2 inh 1 and JMJD2C inh -31.
For CC(C)NC(=O)Nc1cccc2c1O[C@H](CN(C)C(=O)NC1CCCCC1)[C@H](C)CN([C@H](C)CO)C2=O the results were VLA-4 inh 0, GRK2 inh 0 and JMJD2C inh 32.
`CC(C)NC(=O)N(C)C[C@H]1Oc2c(NC(=O)Nc3ccc(C(F)(F)F)cc3)cccc2C(=O)N([C@H](C)CO)C[C@@H]1C` gave VLA-4 inh 8, GRK2 inh 1 and JMJD2C inh 23.
Screening O=C(c1cccc([N+](=O)[O-])c1)N1CCN(c2cccc(Cl)c2)CC1 returned VLA-4 inh 4, GRK2 inh 1 and JMJD2C inh -1.
O=C(/C=C\c1cccs1)c1c(O)ccc2ccc(=O)oc12 was read as VLA-4 inh 14, GRK2 inh 5 and JMJD2C inh -3.
For CC(C)n1c(O)c(N=NC(=O)Cn2ccc(C(F)(F)F)n2)c2ccccc21 the results were VLA-4 inh 13, GRK2 inh 0 and JMJD2C inh 2.
`C[C@@H]1CN([C@@H](C)CO)C(=O)c2cccc(NS(C)(=O)=O)c2O[C@H]1CN(C)Cc1ccc(C(=O)O)cc1` gave VLA-4 inh 8, GRK2 inh 2 and JMJD2C inh 26.
Screening Cc1ccc(-c2nnc(SCC(=O)N/N=C/c3ccc(C)s3)n2-c2ccc(C)cc2)cc1 returned VLA-4 inh -3, GRK2 inh 2 and JMJD2C inh -4.
Screening COc1ccc(C(C)=O)cc1CSc1nnc2c(Cl)cc(Cl)cn12 returned VLA-4 inh 9, GRK2 inh 0 and JMJD2C inh 3.
Screening COc1cc(/C=N/O)cc(Br)c1OC returned VLA-4 inh 1, GRK2 inh 0 and JMJD2C inh -11.
`N#C/C(=C/c1ccc(N2CCOCC2)o1)C(=O)N1CCOCC1` gave VLA-4 inh -8, GRK2 inh 2 and JMJD2C inh -6.
For Nn1c(Cc2cccc3ccccc23)nnc1SCc1c(Cl)cccc1Cl the results were VLA-4 inh 29, GRK2 inh 1 and JMJD2C inh 2.
Screening COc1ccc(-c2csc(NC(=O)CSc3ccc(Br)cc3)n2)c(OC)c1 returned VLA-4 inh 5, GRK2 inh 0 and JMJD2C inh 1.
Screening COc1cc2c(cc1OC)C(C)N(C(=O)c1ccc(Br)o1)CC2 (stereo not given) returned VLA-4 inh 1, GRK2 inh 0 and JMJD2C inh -4.
CSCc1ccc(C(=O)NCc2ccc(C)cc2)cc1 was read as VLA-4 inh 0, GRK2 inh 0 and JMJD2C inh -3.
C=CCOc1ccc(/C=N/N2C(=O)C(CC(=O)Nc3ccc(F)cc3F)SC2=NC)cc1 (stereo not given) was read as VLA-4 inh 19, GRK2 inh 0 and JMJD2C inh 1.
`COc1ccc(N(CCCN2C(=O)c3cccc4cccc(c34)C2=O)C(=O)c2cccc(OC)c2)cc1` gave VLA-4 inh -16, GRK2 inh 1 and JMJD2C inh 9.
CCn1c(SCC(=O)Nc2ncc(C(F)(F)F)cc2Cl)nnc1-c1cccc(C)c1 was read as VLA-4 inh 17, GRK2 inh 0 and JMJD2C inh -3.
Screening Cc1cc(C(=O)Nc2cccc3c2O[C@H](CN(C)CC2CC2)[C@@H](C)CN([C@H](C)CO)C3=O)n(C)n1 returned VLA-4 inh -15, GRK2 inh 6 and JMJD2C inh -32.
`O=C(NC(=S)NC(c1ccccc1)c1ccncc1)c1ccccc1` (stereo not given) gave VLA-4 inh -25, GRK2 inh 2 and JMJD2C inh 2.
Screening Cc1cccc(OCCCC(=O)NCCc2ccccc2)c1 returned VLA-4 inh 39, GRK2 inh 0 and JMJD2C inh -5.
O=C(CCc1ccccc1)Nc1nnc(-c2ccccn2)o1 was read as VLA-4 inh -12, GRK2 inh 0 and JMJD2C inh 4.
`COc1cc2sc(-c3ccc(S(C)(=O)=O)cc3)c(C#CCO)c2cc1OC` gave VLA-4 inh -2, GRK2 inh 0 and JMJD2C inh 17.
Screening Cc1ccc(C(=O)n2c(-c3ccccc3)cnc2SCC(=O)Nc2ccc(C)cc2C)cc1 returned VLA-4 inh 5, GRK2 inh 1 and JMJD2C inh 1.
`COC(CNC(=O)C1CCCCC1C(=O)O)OC` (stereo not given) gave VLA-4 inh -29, GRK2 inh 0 and JMJD2C inh -6.
COc1ccc2sc(-c3ccc(S(C)(=O)=O)cc3)c(C#Cc3cncn3C)c2c1 was read as VLA-4 inh -2, GRK2 inh 2 and JMJD2C inh 0.
Cn1c2ccccc2c(=O)c2c(=O)n(Cc3ccco3)c(COc3ccccc3)nc21 was read as VLA-4 inh -19, GRK2 inh 22 and JMJD2C inh 5.
O=C(/C=C/NCc1ccc(F)cc1)c1ccccc1 was read as VLA-4 inh 6, GRK2 inh 0 and JMJD2C inh 0.
`COc1ccccc1OCCN1CSC(=S)N(C)C1` gave VLA-4 inh 15, GRK2 inh 1 and JMJD2C inh 1.
Screening C[C@@H]1CN([C@H](C)CO)C(=O)c2cc(NC(=O)Cc3ccccc3)ccc2O[C@H]1CN(C)Cc1ccc(Oc2ccccc2)cc1 returned VLA-4 inh -11, GRK2 inh 6 and JMJD2C inh 37.
For COc1ccccc1NS(=O)(=O)c1ccc(N/N=C(\C)C(C)C)c([N+](=O)[O-])c1 the results were VLA-4 inh -6, GRK2 inh 0 and JMJD2C inh -43.
`CN1C=CC=C/C1=C1/SC(=S)N(Cc2ccccc2)C1=O` gave VLA-4 inh 9, GRK2 inh 4 and JMJD2C inh -2.
Screening CCCCC(=O)NC(=S)Nc1cc(C(=O)O)ccc1Cl returned VLA-4 inh 22, GRK2 inh 11 and JMJD2C inh 1.

These rows are one share of the data. The share of hits here may be higher or lower than overall.
